TNAP inh hiacc – TNAP (human) inhibition, high acceptor; P05186; purified TNAP, CDP-star luminescence, 1 M DEA; inhibition, % at 20 µM; 0.03% of 200,000 active;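 active = over 50% inhibition of tissue-nonspecific alkaline phosphatase at 20 µM in the single-dose screen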;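 also: plate controls were DMSO wells for no effect and EDTA-quenched wells as full inhibition for full effect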
Target sequence (P05186 whole entry, looked up): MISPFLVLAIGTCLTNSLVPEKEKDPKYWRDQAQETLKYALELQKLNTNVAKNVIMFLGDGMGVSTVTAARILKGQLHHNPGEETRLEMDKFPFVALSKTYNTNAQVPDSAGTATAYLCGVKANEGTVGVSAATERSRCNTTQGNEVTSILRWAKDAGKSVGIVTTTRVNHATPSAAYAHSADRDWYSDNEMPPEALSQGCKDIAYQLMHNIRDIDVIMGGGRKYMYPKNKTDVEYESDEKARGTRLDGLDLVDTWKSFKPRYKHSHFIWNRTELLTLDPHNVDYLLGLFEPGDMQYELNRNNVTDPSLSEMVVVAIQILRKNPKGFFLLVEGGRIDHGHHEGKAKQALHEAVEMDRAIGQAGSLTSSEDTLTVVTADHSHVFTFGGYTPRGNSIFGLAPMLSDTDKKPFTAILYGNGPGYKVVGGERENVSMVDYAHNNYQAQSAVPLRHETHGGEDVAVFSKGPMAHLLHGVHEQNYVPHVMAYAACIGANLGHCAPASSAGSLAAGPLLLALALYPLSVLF
TNAP inh no acc – inhibitors of human TNAP without phosphate acceptor; inhibition, % at 20 µM; purified TNAP, CDP-star luminescence, 30 min; 0.26% of 200,000 active; AID 1012;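 active = tissue-nonspecific alkaline phosphatase inhibition above about 50% at 20 µM in the single-dose screen, limit read from the data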;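 also: 0% = DMSO negative control and 100% = EDTA positive control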
bIAP activator – increases bovine intestinal alkaline phosphatase activity; AID 1016; activation factor at 20 µM; 0.17% of 200,000 active; purified bovine IAP, CDP-star luminescence, 30 min; stronger effect = higher value; fold of DMSO-control signal, blank-subtracted;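 active = activation factor of 2 or more at 20 µM, a signal rise over negative controls twice the positive control's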
Diaphorase act – diaphorase activation or chemical reduction counter-screen. Diaphorase/resazurin coupled assay, resorufin fluorescence, 16 min; stronger effect = higher value; 1 = vehicle wells, 0 = NADH-free wells. activation factor at 20 µM. 0.005% of 190,000 active. AID 1229;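 active = diaphorase activity raised at least twofold by the compound at 20 µM; inactive = activation factor below 2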
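Material: Purified diaphorase enzyme from Clostridium kluyveri | Buffer or medium: 50 mM HEPES pH 7.4 with 4.542 mM MgCl2, 0.005% Tween 20 | Times: 16 min enzyme reaction, ambient temperature | Signal: Red resorufin fluorescence at 544/590 nm excitation/emission | Measure: Increased resorufin signal from activators or reducing compounds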
PMI activator – increases human mannose-6-phosphate isomerase activity; purified human PMI, coupled resazurin fluorescence, 20 min; stronger effect = higher value; 1 = vehicle control, 0 substrate-free wells; P34949; 0.005% of 190,000 active; AID 1214; activation factor at 20 µM;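 active = activation factor of 2 or more at 20 µM, relative to plate controls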
Target sequence (P34949 whole entry, looked up): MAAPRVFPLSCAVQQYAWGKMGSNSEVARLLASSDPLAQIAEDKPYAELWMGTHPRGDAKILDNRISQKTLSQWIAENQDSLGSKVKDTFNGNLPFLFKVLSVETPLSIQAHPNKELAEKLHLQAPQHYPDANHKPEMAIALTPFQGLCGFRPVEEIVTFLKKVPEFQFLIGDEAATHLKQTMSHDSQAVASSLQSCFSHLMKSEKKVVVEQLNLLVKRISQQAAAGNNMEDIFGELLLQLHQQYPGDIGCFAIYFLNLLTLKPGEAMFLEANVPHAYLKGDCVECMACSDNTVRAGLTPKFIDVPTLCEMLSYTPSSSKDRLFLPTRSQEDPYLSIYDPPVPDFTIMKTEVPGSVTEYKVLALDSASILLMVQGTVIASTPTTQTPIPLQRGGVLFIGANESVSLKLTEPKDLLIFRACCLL
TNAP act hi DEA – increases human TNAP activity under high phosphate acceptor concentration; P05186; purified TNAP, CDP-star luminescence, 1 M DEA, 30 min; stronger effect = higher value; 0 = EDTA background, 1 = DMSO-only activity; activation factor at 20 µM; 200,000 tested, under 10 active; AID 1136;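 active = activation factor at least 2 at 20 µM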
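Test system – human TNAP · Doses – 20 µM single point · Incubation – 30 min, room temperature · Signal – luminescent substrate turnover signal · Read-out basis – activation factor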
bIAP inh – intestinal alkaline phosphatase (bovine) inhibition; purified bovine IAP, CDP-star luminescence, 30 min; inhibition, % at 20 µM; 190,000 tested, under 10 active; AID 1019;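 active = over 50% inhibition of intestinal alkaline phosphatase at 20 µM in the single-dose screen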
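System: purified bovine intestinal alkaline phosphatase (IAP) enzyme; Input: IAP diluted 1/65,000,000 in the well; Measured by: CDP-star luminescence signal; Compound dosing: 20 µM single dose; Incubation: 30 min reaction at room temperature.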
L major viab – inhibitors of Leishmania major promastigote growth. AID 1063. Leishmania major promastigotes, resazurin fluorescence viability. 9% of 200,000 active. inhibition, % at 10 µM; in the data active = inhibition above about 50%;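 also: promastigotes grown with compound for 44 hours at 28 °C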
PMI act satM6P – activators of human phosphomannose isomerase at near-saturating mannose 6-phosphate; activation factor at 20 µM; AID 1216; 0.34% of 190,000 active; coupled PMI enzyme assay, resazurin fluorescence, 20 min; stronger effect = higher value; 1 = untreated enzyme, 0 = substrate-free blank;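 active = activation factor of 2 or more at 20 µM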
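Test system: human phosphomannose isomerase with PGI, G6PDH, diaphorase coupling enzymes; amount: 15 ng/mL PMI; incubation: enzyme reaction with compound 20 min at room temperature; technique: resorufin fluorescence (Ex 544/Em 590 nm) from resazurin via diaphorase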
Diaphorase inh – inhibits diaphorase or chemically oxidizes, flagging diaphorase assay artifacts | AID 1217 | 0.69% of 190,000 active | inhibition, % at 20 µM | diaphorase resazurin-to-resorufin fluorescence, NADH, 16 min; bacterial (C. kluyveri) enzyme, not human;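 active = primary screen inhibition at 20 µM above a set limit, cut at about 50% in these data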;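 also: plate controls were DMSO with full reaction for no effect and wells lacking NADH for full effect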
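System: Bacterial diaphorase enzyme (C. kluyveri) | Incubation: 16-min room-temperature incubation before reading | Benchmarks: No-NADH positive control and DMSO neutral control | Measured by: Resorufin fluorescence 544/590 nm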
Starred values were filed as active, the others as inactive; . = no result given.

Order of results: Diaphorase inh	bIAP inh	Diaphorase act	TNAP inh hiacc	bIAP activator	TNAP inh no acc	TNAP act hi DEA	PMI act satM6P	PMI activator	L major viab
- COC(=O)c1nnn(-c2nonc2N)c1CN1CCc2ccccc21
  1	7	1	4	0.9	5	1	1.1	1.2	4
- CN(C)c1ccc(NC(=O)CSc2nc3c(c(=O)[nH]2)CCCC3)cc1
  14	5	0.9	-4	0.9	-10	1	0.9	0.9	-2
- CC(=O)Nc1ccc(OC(=O)c2cc3ccccc3oc2=O)cc1
  8	0	0.9	2	1	-4	1	1	1	-5
- CCn1c(-c2cc(C3CC3)nc3ccccc23)n[nH]c1=S
  19	25	0.8	-7	0.8	-3	1.1	1.2	1.2	-3
- O=C(CCC1CCCC1)Nc1ccc(Br)cn1
  22	15	0.8	-4	0.8	-9	1	1	0.9	-8
- NC(=O)CSc1nnc(CSc2ncccn2)n1-c1ccccc1
  2	5	1	-4	0.9	-6	1	1.1	1.1	3
- COc1ccc(CSC2=CS(=O)(=O)c3ccccc3N2)cc1
  9	2	0.9	-3	1	-14	1	1	1	0
- O=C(c1cc2c(s1)-c1ccccc1OC2)N1CCc2ccccc2C1
  5	7	0.9	0	0.9	-3	1	1	1	2
- COc1cc2[nH]c(=O)n(Cc3ccc(C(=O)NCCCN4CCC(C)CC4)cc3)c(=O)c2cc1OC
  3	-6	1	-2	1.1	-6	1	1	1	4
- CCNC(=S)N/N=C(\C)c1cccc([N+](=O)[O-])c1
  11	-12	0.9	-1	1.1	4	1	1.1	1	-8
- O=C1CC(c2ccccc2)=Nc2ccc(Br)cc2N1
  4	2	1	0	1	-4	1	1	0.9	7
- Cc1ccc(C(=O)NCCN2C3=NC[C@H](C)N3C[C@H]2Cc2ccc(O)cc2)cc1Br
  21	-32	0.8	-6	1.3	-4	1.1	0.9	0.9	3
- Cc1cccnc1NC(=O)Nc1cccc2ccccc12
  18	38	0.8	-6	0.6	-8	1.1	0.8	0.8	14
- O=C(CCc1ccccc1)NNC(=O)c1ccco1
  8	-12	0.9	-5	1.1	-10	1.1	0.9	0.9	-8
- CCN1C(=O)CC(NCc2ccc3c(c2)OCO3)C1=O (stereo unspecified)
  9	7	0.9	-6	0.9	-12	1.1	1	1	-3
- O=C(COC(=O)c1cnc(Cl)c(Cl)c1)Nc1ccc(S(=O)(=O)N2CCCC2)cc1
  21	4	0.8	-6	1	-6	1.1	0.9	0.9	-8
- CC(=O)Nc1ccc(NC(=O)CN2CCN(c3cccc(C(F)(F)F)c3)CC2)cc1
  0	-15	1	-7	1.2	-11	1.1	0.9	0.8	5
- Nc1ccc2oc(-c3cccc4ccccc34)nc2c1
  21	14	0.8	-2	0.9	-3	1	0.5	0.8	29
- Cc1ccc(-n2cc(S(=O)(=O)c3ccc(C)cc3)[nH]c2=O)cc1
  10	-3	0.9	3	1	-1	1	1	1	1
- Cc1ccc(/C=N/n2c(C)cc(C)c(C#N)c2=O)o1
  2	0	1	-1	1	-6	1	1	1.1	-4
- O=C1CSC2=NCN(c3ccccc3)CN12
  6	18	0.9	3	0.8	-12	1	0.9	0.9	1
- CCOCCCNC(=O)CCNS(=O)(=O)c1ccc(C)cc1
  10	-3	0.9	-5	1	-14	1.1	1	0.9	0
- CN(C)c1nc(SCc2ccccc2Cl)nc2c1CCCC2
  15	.	0.9	-2	0.4	-18	1	0.9	0.9	2
- COc1ccccc1NS(=O)(=O)c1cc(NC(=O)c2ccc3c(c2)OCCO3)ccc1C
  20	2	0.8	-2	1	-7	1	0.9	0.9	58*
- Cc1cc(=O)oc(C)c1C(=O)N1CCc2c([nH]c3ccccc23)C1C(C)C (stereo unspecified)
  19	9	0.8	-7	0.9	-5	1.1	0.9	1	7
- CCc1ccc(Nc2nnc(SCC(=O)Nc3cccnc3Cl)s2)cc1
  15	-7	0.9	3	1.1	-10	1	0.8	0.9	90*
- COc1cc2c(cc1OC)C(c1ccc3c(c1)OCO3)CC(=O)N2 (stereo unspecified)
  -4	1	1	-3	1	-9	1	1	1	0
- Nc1nnc(-c2cn(-c3ccccc3)nc2-c2ccccc2)o1
  0	10	1	-5	0.9	-7	1	0.9	0.9	55*
- CCC(C)N=CC1=C(O)C(C(=O)OC)C(C)(C)CC1=O (stereo unspecified)
  4	-1	1	2	1	-4	1	1	1	-7
- Cc1cc(C)c[n+](C(C)C(=O)c2ccc(-c3ccccc3)cc2)c1 (stereo unspecified)
  5	39	1	1	0.6	22	1	1.3	1.2	67*
- NC(=O)C1CCN(C2CC(=O)N(c3ccc(F)c(Cl)c3)C2=O)CC1 (stereo unspecified)
  15	4	0.9	-8	1	-13	1.1	1	1	-5
- Cc1c(O)cc2n(c1=O)-c1ccccc1C2(C)C
  8	6	0.9	6	0.9	-3	0.9	1	0.9	10
- CCOC(=O)NCc1ccc2c(c1)OCO2
  7	4	0.9	2	1	0	1	1	1	-5
- N#C/C(=C\c1cc(Cl)cc(Cl)c1O)C(=O)NC1CCCCC1
  23	14	0.8	-2	0.9	0	1	0.3	0.9	1
- O=C(Nc1ccccc1C(F)(F)F)c1cc2ncc(CCCl)cn2n1
  4	39	1	-3	0.6	-6	1	1	1	10
- c1ccc(-n2nnc3cnccc32)cc1
  7	-5	0.9	-3	1	-9	1	1	1	-8
- Cc1c(C(=O)NC(C)C)sc2ncn(CC(=O)N3CCC(C)CC3)c(=O)c12
  7	12	0.9	-3	0.9	-11	1	1	1	4
- Cc1c(N=C(N)/N=C(\N)Nc2ccc(Br)cc2)c(=O)n(-c2ccccc2)n1C
  6	34	0.9	10	0.7	-4	0.9	1	1.1	2
- Cc1nc2c3cc(Cl)ccc3n(CCN3CCCCC3)c2s1
  6	0	0.9	-8	1	-2	1.1	1.1	1	36
- Cc1cc2oc(C(=O)NCc3ccncc3)c(C)c2cc1C
  -1	-18	1	2	1.2	14	1	1.1	1.1	3
- COC(=O)c1ccc(NC(=S)Nc2ccc3ccccc3c2)cc1
  20	14	0.8	-2	0.9	-10	1	0.8	0.9	0
- O=C(c1nc2ncccn2n1)N1CCc2ccccc2C1
  17	12	0.8	-6	0.9	-13	1.1	1	1	91*
- CCC(=O)Nc1nnc(-c2ccc(OC)cc2)o1
  32	-8	0.7	-7	1.1	-14	1.1	0.9	0.9	2
- c1ccc(-c2nnsc2-c2ncc[nH]2)cc1
  -7	-5	1.1	-4	1.1	2	1	1.1	1.1	-5
- COc1ccc(S(=O)(=O)N2CCN(CC(=O)Nc3cccc(F)c3)CC2)cc1
  9	-10	0.9	-2	1.1	-7	1	0.9	0.8	3
- O=C(Nc1nc2ccc(Cl)cc2s1)c1ccco1
  11	31	0.9	1	0.7	-6	1	1	0.9	12
- O=C(Nc1ccc(OCC(=O)N2CCC(Cc3ccccc3)CC2)cc1)c1ccco1
  2	-19	1	-2	1.2	-16	1	1	1	51*
- Cc1ccnc(NS(=O)(=O)c2ccc(NC(=O)CN3C(=O)CCC3=O)cc2)n1
  2	2	1	0	1	-5	1	1.1	1.1	9
- CN(Cc1nc(Cc2ccccc2F)no1)CC1(N2CCOCC2)CCCCC1
  -9	-23	1.1	-5	1.2	-16	1	1	0.9	14
- c1ccc2c(c1)sc1nnnn12
  10	0	0.9	-5	1	-14	1	1.1	1	-8
- CCOC(=O)N1CCN(C(=O)COc2ccc(S(=O)(=O)NC(C)C)cc2)CC1
  14	6	0.9	-4	0.9	-16	1	0.9	1	.
- CCc1nc(SCc2cc(Cl)ccc2OC)n[nH]1
  11	-33	0.9	-2	1.3	-13	1	1	0.9	1
- Cc1cccc(-n2nc([N+](=O)[O-])c(N3CCN(C(=O)c4ccco4)CC3)[n+]2[O-])c1
  5	1	1	0	1	1	1	0.9	1	22
- O=C(CSc1nnnn1-c1ccccc1)NCc1ccco1
  4	19	1	0	0.8	-13	1	1.3	1.3	-5
- O=S(=O)(NCCNS(=O)(=O)c1ccccc1)c1ccccc1
  13	34	0.9	-8	0.7	-19	1.1	1.1	1.1	-3
- CCN(Cc1ccccc1)S(=O)(=O)c1ccc(S(=O)(=O)N2CCN(C)CC2)cc1
  14	0	0.9	-5	1	-3	1.1	0.9	0.9	-7
- Cc1ccc(C(=O)NC(=S)N2CCN(C(=O)OC(C)(C)C)CC2)cc1Br
  8	-23	0.9	2	1.2	-7	1	1	0.9	-9
- COC(=O)CN1C(c2ccc(OC)cc2)=Nc2ccc(Cl)cc2C1c1ccccc1 (stereo unspecified)
  21	9	0.8	-5	0.9	-5	1	0.9	0.8	45
- O=C1NC(c2ccccc2OC(F)F)Oc2ccccc21 (stereo unspecified)
  1	-20	1	-2	1.2	-6	1	1	1	4
- CC(=O)Nc1ccc(NS(=O)(=O)Cc2ccccc2)cc1
  10	16	0.9	-6	0.8	-10	1.1	1	1.1	-5

(list continues)
Order of results: Diaphorase inh	bIAP inh	Diaphorase act	TNAP inh hiacc	bIAP activator	TNAP inh no acc	TNAP act hi DEA	PMI act satM6P	PMI activator	L major viab
- COC(=O)/C=C1\SC(=NC(=O)c2cccc(Cl)c2)NC1=O
  10	5	0.9	0	0.9	-4	1	1	0.9	48
- CC(C)(C)NC(=S)NNC(=O)c1cccc(Br)c1
  2	-18	1	-6	1.2	-148	1.1	1.1	1.1	-4
- CCc1ccc2c(c1)c1nc(C)sc1n2CC(=O)OC
  16	6	0.8	0	0.9	-3	1	0.9	0.9	-4
- CC(=O)C1=C(O)C(=O)N(c2ccc(Br)cn2)C1c1ccc(F)cc1 (stereo unspecified)
  -10	0	1.1	-8	1	-3	1.1	1.3	1.3	-4
- C/C(Cn1nc([N+](=O)[O-])cc1C)=N\NC(=O)COc1ccc(Cl)cc1Cl
  10	42	0.9	5	0.6	4	0.9	1	1	-3

Full records, quoted from the list:
`COC(=O)/C=C1\SC(=NC(=O)c2cccc(Cl)c2)NC1=O` as listed: Diaphorase inh: 10; bIAP inh: 5; Diaphorase act: 0.9; TNAP inh hiacc: 0; bIAP activator: 0.9; TNAP inh no acc: -4; TNAP act hi DEA: 1; PMI act satM6P: 1; PMI activator: 0.9; L major viab: 48
`C/C(Cn1nc([N+](=O)[O-])cc1C)=N\NC(=O)COc1ccc(Cl)cc1Cl` as listed: Diaphorase inh: 10; bIAP inh: 42; Diaphorase act: 0.9; TNAP inh hiacc: 5; bIAP activator: 0.6; TNAP inh no acc: 4; TNAP act hi DEA: 0.9; PMI act satM6P: 1; PMI activator: 1; L major viab: -3

Source: PubChem BioAssay
